Screens from PubChem.
STEP block: inhibitors of human striatal-enriched phosphatase STEP | AID 588621 | P54829 | 360,000 tested, 0.25% active | inhibition, % at 20 µM | recombinant STEP, OMFP fluorogenic substrate, fluorescence;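 active means inhibition at 20 µM, scaled per plate between control wells, above about 37%, limit read from the data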;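 further: 0% = DMSO with enzyme and substrate and 100% = substrate only without enzyme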
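Test system: STEP tyrosine phosphatase / Reagent: OMFP at 25 µM / Doses: 20 µM, 1% DMSO / Read-out: percent inhibition scaled to no-enzyme and uninhibited-enzyme controls, plate-pattern corrected / Detection: FITC-channel fluorescence of OMFP product / Medium: Bis-Tris buffer pH 6.0, 2.5 mM DTT, 0.005% Tween 20 / Schedule: 20 min at room temperature, dark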
Scp-1 inhibitor: inhibitors of human Scp-1 phosphatase; AID 493091; inhibition, % at 20 µM; Q9GZU7; Recombinant Scp1, phosphopeptide, malachite green phosphate absorbance; 340,000 tested, 0.88% active;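 active means inhibition above about 50% at 20 µM, limit read from the data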;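 further: plate controls were DMSO wells with enzyme for no effect and wells lacking enzyme for full effect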
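assay system = SCP-1 phosphatase catalytic domain, residues 76-261 | buffer or medium = 50 mM Tris acetate pH 5.5, 0.005% Tween-20, 10 mM MgCl2 | incubation = enzyme reaction 45 min at room temperature, colour 5 min, stabilisation 30 min | signal = Phosphate-binding colour reagent, absorbance read at 630 nm | measure = % inhibition at 20 µM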
CendR NRP1 mod: alters CendR peptide binding to human NRP-1 | inhibition, % at 25 µM | 360,000 tested, 0.85% active | FAM-RPARPAR peptide binding to NRP-1, fluorescence polarization | O14786;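 active means inhibition or corrected inhibition above about 18%, plus a signal ratio from 0.5 to 1.5, limit read from the data, passing the limit was not always enough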; further: strong numbers were not always called active
Target sequence (O14786 whole entry, looked up): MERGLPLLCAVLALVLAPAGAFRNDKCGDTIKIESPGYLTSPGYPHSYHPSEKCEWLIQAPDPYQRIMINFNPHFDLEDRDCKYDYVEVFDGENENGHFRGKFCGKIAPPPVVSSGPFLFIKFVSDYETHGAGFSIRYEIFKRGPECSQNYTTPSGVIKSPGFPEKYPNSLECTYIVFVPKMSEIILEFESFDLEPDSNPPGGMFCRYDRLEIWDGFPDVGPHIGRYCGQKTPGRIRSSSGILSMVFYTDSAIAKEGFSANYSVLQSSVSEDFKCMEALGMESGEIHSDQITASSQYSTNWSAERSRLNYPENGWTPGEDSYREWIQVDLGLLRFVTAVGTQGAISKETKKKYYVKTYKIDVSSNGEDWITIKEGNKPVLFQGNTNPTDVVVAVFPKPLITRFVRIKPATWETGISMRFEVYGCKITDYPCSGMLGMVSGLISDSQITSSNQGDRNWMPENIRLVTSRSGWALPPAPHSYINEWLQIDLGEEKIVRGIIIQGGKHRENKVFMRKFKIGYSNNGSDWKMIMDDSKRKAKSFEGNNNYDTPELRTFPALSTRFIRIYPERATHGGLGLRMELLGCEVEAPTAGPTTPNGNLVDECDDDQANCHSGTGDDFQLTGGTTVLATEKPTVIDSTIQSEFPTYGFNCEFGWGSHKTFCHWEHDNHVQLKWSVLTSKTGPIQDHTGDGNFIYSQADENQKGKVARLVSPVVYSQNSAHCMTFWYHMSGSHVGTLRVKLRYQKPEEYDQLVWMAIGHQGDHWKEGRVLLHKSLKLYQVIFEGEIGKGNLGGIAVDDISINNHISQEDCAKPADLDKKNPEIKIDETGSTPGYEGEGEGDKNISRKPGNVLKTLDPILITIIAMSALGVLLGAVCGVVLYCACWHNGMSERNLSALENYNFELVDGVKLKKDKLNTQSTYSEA
SUMO1-SIM PPI: SUMO1-SIM interaction modulation; P63165; SUMO1 binding to a labelled peptide, TR-FRET, 1 h; inhibition, % at 20 µM; 360,000 tested, 0.33% active; in the data active means inhibition above about 37%
Target sequence (P63165 whole entry, looked up): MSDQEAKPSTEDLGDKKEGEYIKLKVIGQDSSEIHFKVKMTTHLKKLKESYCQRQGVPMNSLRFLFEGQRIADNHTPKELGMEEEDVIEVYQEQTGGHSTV
SKN-1 block: blocks SKN-1 activity in C. elegans; 360,000 tested, 0.49% active; C. elegans VP596 Pgst-4::GFP/RFP ratio, acrylamide-induced, 24 h; inhibition, % at 21.8 µM;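 active means interference check ratio from 0.5 to 1.5 plus GFP to RFP signal ratio inhibition reaching or exceeding a fixed threshold, cut at about 30% in these data, passing the limit was not always enough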; further: some compounds called inactive have numbers as strong as hits
LMPTP inh: blocks human LMPTP phosphatase; P24666; recombinant LMPTP-A, OMFP fluorogenic substrate, fluorescence intensity; inhibition, % at 20 µM; 360,000 tested, 0.22% active; AID 651560;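 active means compounds that cut the enzyme signal by at least half of the control window in the single-dose screen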;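 further: plate controls were DMSO wells with enzyme plus substrate for no effect and substrate without enzyme for full effect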
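Assay system: LMPTP-A phosphatase enzyme | Input: 0.625 nM enzyme | Also added: Fluorogenic phosphatase substrate OMFP at 400 µM final | Compound dosing: One test concentration per compound, 20 µM, with 3% DMSO overall | Schedule: 50 min enzyme reaction at room temperature, protected from light | Signal: Fluorescence intensity | Benchmarks: no-enzyme and uninhibited controls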
Tb MetRS inh: blocks T. brucei methionyl-tRNA synthetase activity; inhibition, % at 11.9 µM; purified T. brucei MetRS, ATP depletion, Kinase-Glo luminescence; 360,000 tested, 0.4% active;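 active means inhibition above a per-plate cutoff of the control wells' mean inhibition plus 3 SD, cut at about 5.5% in these data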;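 further: 0% = DMSO wells median and 100% = median of wells with control inhibitor compound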
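Material: T. brucei methionyl-tRNA synthetase, purified; reagent: substrates ATP, L-methionine and bulk Escherichia coli tRNA; dosing: 11.9 µM single point; timing: 15 min plus 2 h at 25 °C; detection: luminescence of leftover ATP; evaluation: % inhibition; control set: DMSO-only wells as low control; replicates: singlicate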
NadD block: blocks S. aureus nicotinate mononucleotide adenylyltransferase | inhibition, % at 20 µM | AID 602399 | purified NadD enzyme, colorimetric absorbance read-out | 360,000 tested, 0.78% active; in the data active means inhibition above about 26%; further: some compounds past the cut are filed as inactive
Neddylation inh: blocks human cullin neddylation; calls only at 25 µM; 360,000 tested, 0.58% active; P61081+Q13564; AID 651699; TR-FRET cullin neddylation, biochemical; in the data active means inhibition above about 36%
DNMT1 block: blocks human DNA methyltransferase DNMT1. DNMT1 molecular beacon, Hinp1I cleavage, fluorescence. AID 588458. 360,000 tested, 0.83% active. inhibition (reported as % activation of signal), % at 10 µM; in the data active means inhibition above about 50%
Numbers without * were called inactive; i = inactive; . = no result given.

Values run as follows: STEP block, Scp-1 inhibitor, CendR NRP1 mod, SUMO1-SIM PPI, SKN-1 block, LMPTP inh, Tb MetRS inh, NadD block, Neddylation inh, DNMT1 block
O=C(NCc1ccc2c(c1)OCO2)c1ccc2c(c1)N(Cc1c(F)cccc1Cl)C(=O)CS2
  1, -10, -4, 1, 10, 2.3, 0.2, -1, i, -9
CCn1cc(S(=O)(=O)N2CCN(Cc3cccc(Cl)c3)CC2)cn1
  0, -5, 0, -1, -3, -0.6, -0.2, 0, i, -4
COc1ccc(CNC(=O)N2CCN(c3ccc(F)cc3)CC2)cc1Cl
  4, -10, -4, 5, -3, -0.3, 0.1, -4, i, 0
CC(C)(C)c1cc(C(F)(F)F)c(C#N)c(=O)[nH]1
  -1, -6, 7, 9, -10, -2.6, -0.2, 1, ., 0
O=C(Nc1cc(S(=O)(=O)Nc2ccccc2F)ccc1Cl)c1ccc(F)cc1F
  -1, -21, 6, 6, 20, 1.2, 0.0, -7, i, 4
CCc1ccc(NC(=O)CSc2nc3ccsc3c(=O)n2CCCCCC(=O)O)cc1
  1, 27, 7, 4, 8, 0.8, -0.6, 6, i, 0
COc1cc(CNCCN(C)C)ccc1OCc1c(F)cccc1Cl
  -3, -7, -5, 1, -12, -5.4, -1.1, -4, i, 6
COc1ccc(C(=O)N/N=C(\C)CC(=O)Nc2ccc3ccccc3c2)c(OC)c1
  -2, -22, -4, -6, 8, 1.6, 0.1, 9, i, -2
CC(=O)N1CCCc2ccc(NS(=O)(=O)c3ccc(C)c(C)c3)cc21
  -2, 7, -4, -2, -10, 0.2, -0.7, 2, i, -4
O=S(=O)(c1ccc(F)c(Cl)c1)N1CCN(C/C=C/c2ccccc2)CC1
  3, -2, 5, 41*, 0, 1.6, -0.5, -4, i, 1
Cc1cnc2c(c1)C(=O)c1ccccc1-2
  -1, -4, -8, -41, 8, -0.7, -1.1, -2, i, 10
COc1cc(C(=O)Nc2nccs2)cc(OC)c1OC
  0, -3, 2, 5, 42*, 0.9, -0.1, 6, i, 0
CCC(=O)N1CCCC(C)(C(=O)Nc2nccc3ccccc23)C1 (stereo unspecified)
  0, ., 16, -5, -9, -0.4, 0.8, 0, i, 2
Cn1cc(S(=O)(=O)N2CCOCC2)cc1C(=O)NCc1ccccc1Cl
  -1, -9, 4, 2, -10, 0.8, 0.7, 0, i, -1
CCOP(=O)(OCC)C(C)(C)NC(=O)Nc1ccc(Cl)c(Cl)c1
  -1, 3, 8, 8, 6, 0.3, 1.2, 0, i, -1
Nn1cnnc1N/N=C/c1ccccc1C(F)(F)F
  -1, -4, 9, 22, 4, -1.7, -0.4, -5, i, 0
Cc1ccccc1Cn1cc(/C=N/n2cnnc2)c2ccccc21
  6, -3, -10, -1, -21, 1.8, -0.7, 17, i, -3
C=CCNC(=O)NC(=O)COC(=O)/C(C#N)=C/c1ccc(OC)cc1
  11, -9, 4, -24, 10, -3.1, -0.5, -1, i, 0
CC1CCCCN1CCCNC(=O)C1CCN(c2nc3ccccc3o2)CC1 (stereo unspecified)
  0, -9, -9, -4, 11, -1.3, -0.2, 5, i, -2
COc1ccc2[nH]c(C(=O)N(C)c3ccc(F)cc3F)cc2c1
  1, -4, 2, 1, -11, 0.0, -0.6, -8, i, -1
CN(C)S(=O)(=O)NCCNc1ccc(C(F)(F)F)cc1[N+](=O)[O-]
  0, -9, 6, -30, 8, 0.4, -0.8, 2, i, 2
S=c1[nH]nc(-c2ccc(Cl)cc2)n1-c1ccc(Cl)cc1
  -1, 8, 14, 6, -1, -1.4, -1.2, -7, i, 4
CCOC(=O)c1[nH]ncc1CN1CCCC(C(=O)c2cccc3ccccc23)C1 (stereo unspecified)
  1, -2, 10, -7, 1, 0.3, -0.3, -3, i, -4
COc1ccc2[nH]c(=O)c(CN(CC3CCCO3)C(=O)Nc3ccccc3)cc2c1 (stereo unspecified)
  5, -15, -4, 1, 19, -0.1, 1.2, 1, i, -2
O=C(CSc1nc2ccccc2c(=O)n1Cc1ccco1)NCc1ccco1
  3, 74*, -29, 11, -4, 0.9, -0.3, 4, i, 32
Cc1ccc(S(=O)(=O)NCCC(=O)NCC(=O)Nc2c(C)cccc2C)cc1C
  2, -5, -9, -2, -6, 2.6, -0.2, -6, i, 1
O=C(Nc1ccc(F)c(Cl)c1)N1CCCC1
  -1, -3, -5, 0, 20, -1.9, -0.9, -6, i, 3
COc1ncnc2c1sc1nc(-c3ccccc3)c3c(c12)CCCC3
  4, 1, 3, 11, 8, 1.9, 0.2, -2, i, 4
CC1(C(=O)OCC(=O)Nc2ccc(C(N)=O)cc2)CC1(Cl)Cl (stereo unspecified)
  -1, -7, -7, -4, 0, -1.1, -0.2, -1, i, 3
COc1cccc(C(c2sc3ncnn3c2O)N2CC(C)OC(C)C2)c1 (stereo unspecified)
  2, -1, 5, 0, 35*, -1.0, -0.4, 0, i, 1

Later entries
Values run as follows: STEP block, Scp-1 inhibitor, CendR NRP1 mod, SUMO1-SIM PPI, SKN-1 block, LMPTP inh, Tb MetRS inh, NadD block, Neddylation inh, DNMT1 block
Cc1ccc(O)c(CCc2ccccc2)n1
  -2, -3, 1, -7, 12, -0.3, 0.2, -3, i, 2
CCn1c(=O)c2c3c(sc2n(C)c1=O)CCC3
  4, 2, 2, 6, 8, -0.1, 0.1, 2, i, 14
COc1ccc(N2C(=O)CC(N3CCN(c4ccccc4F)CC3)C2=O)cc1 (stereo unspecified)
  -2, -3, 6, 0, 8, -1.0, -0.4, 2, i, -3
CCOC(=O)c1c(S(=O)(=O)NCC(=O)Nc2cccc(C)n2)c(C)n(C)c1C
  -2, -3, 4, 0, 14, -2.1, -0.1, -1, i, 0
CCOc1ccc(C=NN2CCCCCC2)cc1OCC
  2, -8, 4, -2, -14, -2.1, -0.3, -3, i, 1
CN(c1ccccc1)S(=O)(=O)c1cccc(C(=O)NCCCN2CCCC2=O)c1
  -1, -2, 2, -33, -11, -7.8, -0.8, -1, i, -7
Cc1cccc(-c2nc(NCCN(C)C)c3ccccc3n2)c1
  -2, ., 3, -33, 7, 6.0, -0.4, 3, i, 13
COC(=O)C1=C(C)N(Cc2ccc(C)cc2)C(=O)C1
  -1, -8, -3, -2, 12, -1.5, -0.2, -6, i, 6
O=C(CN1C(=O)NC(Cc2c[nH]c3ccccc23)C1=O)Nc1ccccc1Br (stereo unspecified)
  -2, -8, -4, 2, -7, -0.3, -0.3, -6, i, 3
COc1ccc(/C=C2\CCCC3C2=NN(C(=O)COC(=O)CNC(=O)c2ccccc2)C3c2ccc(OC)cc2)cc1 (stereo unspecified)
  22, -13, -8, -9, -17, 5.9, -1.2, 19, ., -9
Cc1ccc(S(=O)(=O)N2CCCCC2)cc1NC(=O)C1CCN(C(=O)OC(C)(C)C)CC1
  -2, ., -8, -2, -3, 1.0, 0.1, -1, i, -1
Cc1cc(OC(=O)c2cc([N+](=O)[O-])ccc2Cl)c([N+](=O)[O-])c(=O)[nH]1
  -4, 10, 14, -10, 1, -0.5, -0.1, 6, i, -2
C[C@H](CO)N1C[C@H](C)[C@H](CN(C)S(=O)(=O)c2ccc(Cl)cc2)OCc2ccccc2-c2c(n(C)c3ccccc23)C1=O
  -2, ., -27, -1, 4, 3.0, -1.4, 6, i, -18
COc1ccc(CCN2CN(S(=O)(=O)c3ccc(OC)cc3)c3nc4ccccc4nc32)cc1
  0, -2, -10, -2, 6, 0.6, -0.1, 1, i, -6
CCOC(=O)c1ccc(NC(=O)c2ccc(C)c(S(=O)(=O)N3CCOCC3)c2)cc1
  4, -14, 4, 10, 2, -1.2, -0.7, -12, i, -5
Cc1ccc(C)c(NC(=S)N2CCC(NC(=O)C3CCCCC3)CC2)c1
  2, 4, 2, 4, 0, -1.4, -0.1, 4, i, 3
COc1cc(C(C)=O)ccc1OCc1cc(C(=O)N(C)CCC2CCCCO2)no1 (stereo unspecified)
  1, -9, 10, -6, 9, -1.0, -0.4, 3, i, 1
COc1ccc([C@H]2CC(=O)C=C(c3ccccc3OC)C2)cc1OC
  1, -10, 14, -9, -9, -0.2, -0.3, -1, i, 2
COc1ccc(-c2nn(-c3ccccc3)cc2C(=O)O)cc1N
  0, 8, 0, -1, 6, -0.1, 0.5, 1, i, 1
Cn1c(=O)c2c(nc(OCc3cccnc3)n2Cc2c(F)cccc2Cl)n(C)c1=O
  0, 0, 5, 1, 16, 0.7, -0.6, 1, i, 1
CC(/C=C\c1ccccc1)=C/C(=O)O
  -2, -9, 10, 6, -5, -1.4, -0.3, -8, i, -1
CCOC(=O)C1CCN(c2nc(C)cc(C)c2C#N)CC1
  3, -4, -3, 2, 8, 0.9, 0.1, 0, ., 0
COc1cccc(C2=CC(=O)C(C(C)(C)C)N2C(C)(C)C)c1 (stereo unspecified)
  1, 12, -12, 3, 3, -0.2, -0.9, 8, i, 3
CC(=O)c1cccc(NC(=O)CCc2nnc3ccc(N4CCN(C)CC4)nn23)c1
  0, -9, -13, 3, 6, -1.9, 0.0, -1, i, -2

Of the compounds above, three contain a COOH group.
Values run as follows: STEP block, Scp-1 inhibitor, CendR NRP1 mod, SUMO1-SIM PPI, SKN-1 block, LMPTP inh, Tb MetRS inh, NadD block, Neddylation inh, DNMT1 block
CCc1ccc(NC(=O)CSc2nc3ccsc3c(=O)n2CCCCCC(=O)O)cc1
  1, 27, 7, 4, 8, 0.8, -0.6, 6, i, 0
COc1ccc(-c2nn(-c3ccccc3)cc2C(=O)O)cc1N
  0, 8, 0, -1, 6, -0.1, 0.5, 1, i, 1
CC(/C=C\c1ccccc1)=C/C(=O)O
  -2, -9, 10, 6, -5, -1.4, -0.3, -8, i, -1
